Bioassay records (PubChem)
PGE2 EP2 inh = EP2 receptor (human) inhibition; C6 glioma cells expressing human EP2, cAMP TR-FRET; cells stimulated with saturating PGE2; P43116; 0.52% of 260,000 active; inhibition, % at 25 µM;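 active means percent inhibition above 40 after rounding to a whole number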;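 further: rat C6 glioma host cells with rolipram phosphodiesterase inhibitor present; the protocol text gives 20 µM as final concentration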
Target sequence (P43116 whole entry, looked up): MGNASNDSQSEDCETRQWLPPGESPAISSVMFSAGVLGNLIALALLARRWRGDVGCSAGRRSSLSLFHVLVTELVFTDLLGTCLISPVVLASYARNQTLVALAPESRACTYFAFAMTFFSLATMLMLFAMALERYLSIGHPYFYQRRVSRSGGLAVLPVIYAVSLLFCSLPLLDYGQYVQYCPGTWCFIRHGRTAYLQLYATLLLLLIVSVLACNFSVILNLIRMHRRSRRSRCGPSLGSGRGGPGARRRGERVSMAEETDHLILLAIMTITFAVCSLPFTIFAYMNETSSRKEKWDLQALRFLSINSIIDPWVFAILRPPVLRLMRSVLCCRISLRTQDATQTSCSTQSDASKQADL
EP2 modulator = EP2 receptor (human) modulation; AID 940; P43116; EP2-expressing cells, cAMP HTRF FRET, PGE2 co-stimulation; induction, % at 25 µM; 0.83% of 260,000 active;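 active means compounds whose cAMP rise, as percent of the full-agonist control response, exceeds 60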;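 further: rat C6 glioma line stably carrying human EP2 under a CMV promoter; the protocol text gives 20 µM as final concentration; 100% = response of wells given 1 µM PGE2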
Numbers without * were called inactive; & = joins results of further samples. These rows are one share of the data (hit frequency here may not be typical).

SMILES	PGE2 EP2 inh	EP2 modulator
O=C(Nc1cccc(Cl)c1N1CCOCC1)c1cccnc1	5	-8
O=C(COc1ccc(S(=O)(=O)N2CCCC2)cc1)Nc1c(F)cccc1F	15	-27
CCOc1ccccc1NC(=S)NCCNc1nc2c(C)cccc2cc1C#N	3	-52
CCSC(=N)N	13&17	15&-4
COc1cc(C(=O)N2C3CCC2CC(c2ccc(F)cc2)C3)cc(OC)c1OC (centres undefined)	-1	-60
O=C(Cn1c(CC(=O)N2CCCC2)nc2ccccc21)Nc1ccc(F)c(Cl)c1	17	-31
Cc1nc(-c2ccccc2)c(CC(=O)NCc2nc(-c3ccccc3)no2)s1	5	-61
O=C(CCCl)Nc1ncc(Cc2ccccc2)s1	5	14
CCOc1ccc2[nH]c(=O)c(CN(CC3CCCO3)C(=S)NC3CCCCC3)cc2c1 (centres undefined)	13	70*
CCN(CC)CCN(Cc1cc2cc(C)ccc2[nH]c1=O)C(=S)Nc1cccc(C)c1	12	-48
CCSc1nsc(NC(C)=O)n1	16	13
CCN1/C(=C/C=C/C(C)=C/C=C/c2sc3ccccc3[n+]2CC)Sc2ccccc21	17	-97
Cc1ccc(-c2cc(N)c(=O)n(CC(=O)NCCc3ccccc3)n2)o1	7	-75
COc1cc2ncn3c(=O)n(CC(=O)NC(C)(C)C)nc3c2cc1OC	10	8
CC(C)OC(=O)CC(=O)CSc1nc2c(c(-c3ccccc3)c1C#N)CCC2	10	16
CCC[N+]1(CCC)Cc2cc3ccccc3cc2C1	16	2
CC(=O)Nc1ccc2nc(NC(=O)c3ccc(F)cc3)sc2c1	10	-32
Cc1ccc(N2CC(C(=O)Nc3nncs3)CC2=O)cc1 (centres undefined)	7	-9
CN(C)CCCN(Cc1ccco1)Cc1cccn1-c1ccccn1	2	9
COCCNC(=O)c1c[nH]c2cc(C)ccc2c1=O	8	-39
O=C1C(c2sc3ccc4ccccc4c3c2O)=Nc2ccccc21	20	29
O=c1[nH]c2cc3c(cc2cc1CN(CCO)S(=O)(=O)c1ccc2c(c1)OCCO2)OCO3	9	-6
COc1ccc(NC(=O)COC(=O)C2CC(=O)N(c3ccc(Cl)cc3)C2)cc1 (centres undefined)	23	-29
O=C1CC[C@@H](NCc2ccc(CN3CCOCC3)o2)[C@H](c2cc(F)cc(F)c2)N1	9	-6
O=C(COC(=O)c1ccco1)Nc1cccc(Cl)c1Cl	4	-11

Entries listed so far that contain nitrogen in an aromatic ring:
SMILES	PGE2 EP2 inh	EP2 modulator
O=C(Nc1cccc(Cl)c1N1CCOCC1)c1cccnc1	5	-8
CCOc1ccccc1NC(=S)NCCNc1nc2c(C)cccc2cc1C#N	3	-52
O=C(Cn1c(CC(=O)N2CCCC2)nc2ccccc21)Nc1ccc(F)c(Cl)c1	17	-31
Cc1nc(-c2ccccc2)c(CC(=O)NCc2nc(-c3ccccc3)no2)s1	5	-61
O=C(CCCl)Nc1ncc(Cc2ccccc2)s1	5	14
CCOc1ccc2[nH]c(=O)c(CN(CC3CCCO3)C(=S)NC3CCCCC3)cc2c1 (centres undefined)	13	70*
CCN(CC)CCN(Cc1cc2cc(C)ccc2[nH]c1=O)C(=S)Nc1cccc(C)c1	12	-48
CCSc1nsc(NC(C)=O)n1	16	13
CCN1/C(=C/C=C/C(C)=C/C=C/c2sc3ccccc3[n+]2CC)Sc2ccccc21	17	-97
Cc1ccc(-c2cc(N)c(=O)n(CC(=O)NCCc3ccccc3)n2)o1	7	-75
COc1cc2ncn3c(=O)n(CC(=O)NC(C)(C)C)nc3c2cc1OC	10	8
CC(C)OC(=O)CC(=O)CSc1nc2c(c(-c3ccccc3)c1C#N)CCC2	10	16
CC(=O)Nc1ccc2nc(NC(=O)c3ccc(F)cc3)sc2c1	10	-32
Cc1ccc(N2CC(C(=O)Nc3nncs3)CC2=O)cc1 (centres undefined)	7	-9
CN(C)CCCN(Cc1ccco1)Cc1cccn1-c1ccccn1	2	9
COCCNC(=O)c1c[nH]c2cc(C)ccc2c1=O	8	-39
O=c1[nH]c2cc3c(cc2cc1CN(CCO)S(=O)(=O)c1ccc2c(c1)OCCO2)OCO3	9	-6

The main list resumes, repeating the four entries before the break.
SMILES	PGE2 EP2 inh	EP2 modulator
O=c1[nH]c2cc3c(cc2cc1CN(CCO)S(=O)(=O)c1ccc2c(c1)OCCO2)OCO3	9	-6
COc1ccc(NC(=O)COC(=O)C2CC(=O)N(c3ccc(Cl)cc3)C2)cc1 (centres undefined)	23	-29
O=C1CC[C@@H](NCc2ccc(CN3CCOCC3)o2)[C@H](c2cc(F)cc(F)c2)N1	9	-6
O=C(COC(=O)c1ccco1)Nc1cccc(Cl)c1Cl	4	-11
COc1ccc(-c2csc(NC(=O)CSc3nnnn3C)n2)cc1	5	-63
O=C(/C=C/c1cc2c(cc1Br)OCO2)c1ccc(Br)cc1	13	-6
COc1ccc(-c2cc(C(F)(F)F)nc(SCC(=O)Nc3ccc(C)cc3)n2)cc1OC	14	24
C[C@@H](NC(=O)/C(C#N)=C/c1ccc(O)c(O)c1)c1ccccc1	17	23
CCCC(=O)Nc1nc2ccc(C)cc2s1	14	-32
Cc1nc(CN2CCC(O)(c3ccccc3F)CC2)c2ccccn12	12	-31
Cc1ccc(CN(Cc2cnc[nH]2)C2CC(C)(C)NC(C)(C)C2)o1	3	15
Cc1cc2nnc(SCC(=O)c3ccc(Cl)cc3)n2c2ccccc12	16	-13
COCCn1c2ccccc2n2c(=O)n(CC(=O)N3CCCC3)nc12	2	-3
CC1c2ccsc2CCN1Cc1cn[nH]c1-c1cccs1 (centres undefined)	4	-10
O=C(c1cccnc1Nc1ccccc1F)N1CCCCC1	9	16
CC(C)(C)C1CCc2c(sc(NC(=O)CN3CCNCC3)c2C(N)=O)C1 (centres undefined)	16	-18
CCn1cc(S(=O)(=O)NCC2(N3CCOCC3)CCCCC2)cn1	4	-26
COc1ccc(OC)c(S(=O)(=O)N2CCC(C(=O)N3CCC(C)CC3)CC2)c1	6	2
Cc1cccc2cc(CN(CCN3CCOCC3)C(=S)NCC3CCCO3)c(=O)[nH]c12 (centres undefined)	8	-10
Cc1ccc(N(C(=O)c2cnccn2)C(C(=O)NC2CCCCC2)c2sccc2C)cc1 (centres undefined)	12	10
O=C(CN1CCC(n2cnc3cccnc32)CC1)Nc1cccc(F)c1	4	-25
CC1CCCN(C(=O)CSc2nnc3n(Cc4ccccc4F)c4ccccc4n23)C1 (centres undefined)	14	16
COc1cccc(/C(O)=C2/C(=O)C(=O)N(c3nccs3)C2c2ccncc2)c1 (centres undefined)	15	9
Cc1cc(C)c2c(NCc3ccc(F)c(F)c3)n[nH]c2n1	8	-57
CC(C)[C@H](Cn1nc(-c2cccs2)ccc1=O)NC(=O)c1ccc2nsnc2c1	8	-5
CCOc1ccccc1NC(=O)c1sc(NC(=O)c2ccc(F)cc2)c(C(=O)OC)c1C	12	-7
Cc1ccc(S(=O)(=O)CCc2nnc(NC(=O)CC3CC4CCC3C4)s2)cc1 (centres undefined)	11	-2
Cc1cc(NCCCOC(C)C)n2c(nc3ccccc32)c1C#N	28	0
Nc1ccc(NC(=O)c2ccccn2)cc1	9	15

Carrying on:
SMILES	PGE2 EP2 inh	EP2 modulator
Cc1ccc(OCc2nnc(SCC(=O)N3CCCCC3)n2C)cc1	8	-31
CC1CCCC(C)N1S(=O)(=O)c1ccc(C(F)(F)F)cc1 (centres undefined)	5	10
O=c1oc2c(Br)cc(Br)cc2cc1-c1nnc(-c2ccccc2)o1	11	-17
CCOc1ccccc1NC(=O)CSc1nc(C)nc2sc(C)c(C)c12	5	73*
CC1(C)CC(=O)C2=C(C1)Nc1ccccc1NC2c1ccc(O)c(O)c1 (centres undefined)	15	12
CC(C)n1c(N2CCN(C)CC2)nc2c1c(=O)n(C)c(=O)n2C	8	-23
O=C(CSc1nc(-c2cccs2)cc(C(F)(F)F)n1)NCc1ccc(Cl)cc1	11	-101
COCCn1nnnc1C(c1cc2cccc(C)c2[nH]c1=O)N1CCN(Cc2ccccc2)CC1 (centres undefined)	12	-27
COc1cc(C(=S)N2CCOCC2)ccc1OC(=O)c1ccc(Br)cc1	29	-139
O=C(NC1CCCCC1)N(Cc1ccc(Cl)cc1)Cc1cc2cc3c(cc2[nH]c1=O)OCCO3	16	-7
COc1ccc(C(=O)NC(=S)Nc2ccc(S(=O)(=O)Nc3nccs3)cc2)cc1	49*	-121
C=CCn1c(SCC(=O)Nc2nc3ccccc3s2)nnc1-c1ccco1	7	-12
CCOC(=O)c1cc2sc(C)cc2n1CC(=O)NCc1ccc(OC)cc1	12	14
Cc1ccc(Cl)cc1NC(=O)C1CCN(c2ncccn2)CC1	4	-31
Cc1cccc(OCc2nnc(SCC(=O)Nc3ccc4c(c3)OCO4)n2Cc2ccco2)c1C	10	38
CCOc1ccc(CN2CC3CCCC(C2)C3(O)c2ccc(OC)cc2)cc1OC (centres undefined)	3	-106
CCOc1ccc2nc3sc(C(=O)N4CCCCC4)c(N)c3cc2c1	6	-30
COc1cccc(OC)c1C(=O)Nc1nc2c(Cl)cccc2s1	5	-11
Cc1ccc(C)c2nc(SCC(=O)Nc3ccc(N4CCOCC4)cc3)c(C#N)cc12	11	-15
O=C(CCn1c(=O)oc2ccccc21)NC1(c2ccc(F)cc2)CCCC1	7	3
COc1ccc2cc(CN(Cc3cccs3)Cc3nnnn3Cc3ccc(F)cc3)c(=O)[nH]c2c1	16	-21
O=C(Cc1ccc(Cl)cc1)Nc1ccc(S(=O)(=O)N2CCCCC2)cc1	17	-39
CCN(CC)C(=O)C1CCN(S(=O)(=O)c2ccc(OC)cc2)CC1	5	-5
COCCOC(=O)C1=C(C)NC2=C(C(=O)CC(c3ccc(OC)c(OC)c3)C2)C1c1cccs1 (centres undefined)	4	3
CCOC(=O)c1cnc2c(C)c(Cl)ccc2c1NCCCO	13	-69

Additional records follow.
SMILES	PGE2 EP2 inh	EP2 modulator
CN1CCN(C(c2ccccc2Cl)c2nnnn2C2CCCCC2)CC1 (centres undefined)	13	-14
CCCC(=O)N1CCCC(c2nc3c(nnn3Cc3cccc(Cl)c3)c(=O)[nH]2)C1 (centres undefined)	5	17
CCC(=O)c1cn(CC(=O)Nc2cccc(C)c2)c2ccccc12	10	-18
CC1(C)O[C@@H]2CC3C4CCC5=CC(=O)CCC5(C)C4(F)C(O)CC3(C)[C@]2(C(=O)CCl)O1 (some centres undefined)	10	16
COC(=O)COc1ccc(S(=O)(=O)N2CCCCC2)cc1C	13	-4
COc1ccc(C)cc1NC(=O)COc1ccc2c3c(c(=O)oc2c1C)CCC3	13	8
O=C(CN1CCC(n2cnc3cccnc32)CC1)NCc1ccc(F)cc1	3	-8
CC(=O)N1C(=O)CCN1c1ccccc1	22	-10
CCCOc1cccc(C(=O)Nc2cccc(NC(=O)c3cccs3)c2)c1	8	4
COc1ccc2nc(N3C(=O)C(O)=C(C(=O)c4ccco4)C3c3cccc(O)c3)sc2c1 (centres undefined)	18	-32
Cc1cc(C)nc(SCCn2c(N3CCCCCC3)nc3c2c(=O)n(C)c(=O)n3C)n1	4	-82
COc1ccc2ccc(OC)c(C3C(C#N)=C(N)Oc4n[nH]c(C)c43)c2c1 (centres undefined)	6	1
Cc1cc(C)c2[nH]c(=O)c(CN(CCCO)C(=S)Nc3ccc(F)cc3)cc2c1	15	-65
C=Cn1ncc(CN(Cc2ccccc2)C2CC(C)(C)NC(C)(C)C2)c1C	1	-23
COc1ccc(S(=O)(=O)N2CCCC(C(=O)Nc3ccc(C)c(Cl)c3)C2)cc1 (centres undefined)	12	-60
